Assay outcomes (PubChem)
PAFAH2 FP inh = PAFAH2 (human) inhibition; 0.99% of 340,000 active; Q99487; inhibition, % at 3.39 µM; recombinant PAFAH2, FP-rhodamine activity probe, fluorescence polarization;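 active means inhibition above the mean over all tested compounds plus 3 SD, cut at about 30% in these data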;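 further: inhibitors block probe labeling of enzyme so polarization drops; 0% = enzyme with DMSO and 100% = wells lacking PAFAH2 protein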
PREPL inh = inhibits the human prolyl oligopeptidase-like enzyme. Q4J6C6. recombinant PREPL, fluorescence polarization activity-based probe. inhibition, % at 5.96 µM. 0.68% of 320,000 active. AID 2751; in the data active means inhibition above about 43%;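 further: 0% = enzyme with DMSO and 100% = wells lacking enzyme; many of its hits are not listed in these tables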
PAFAH1B3 inh = inhibitors of human PAFAH1B3. Q15102. recombinant PAFAH1B3, FP-rhodamine probe, fluorescence polarization. inhibition, % at 3.39 µM. 0.28% of 340,000 active. AID 492972;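 active means inhibition above the screen-wide average of all tested compounds plus 3 SD, cut at about 25% in these data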;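 further: 0% = enzyme with DMSO only and 100% = wells lacking PAFAH1B3 protein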
Target sequence (Q15102 whole entry, looked up): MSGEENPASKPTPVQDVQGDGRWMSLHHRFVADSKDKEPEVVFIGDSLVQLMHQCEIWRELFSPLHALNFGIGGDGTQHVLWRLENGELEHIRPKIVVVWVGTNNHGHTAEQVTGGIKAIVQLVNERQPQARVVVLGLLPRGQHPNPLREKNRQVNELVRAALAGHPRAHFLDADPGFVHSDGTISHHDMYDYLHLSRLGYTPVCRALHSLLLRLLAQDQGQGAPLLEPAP
LYPLA2 inh = LYPLA2 (human) inhibition in PME1 counter-screen | O95372 | recombinant LYPLA2, FP-Rh probe fluorescence polarization | inhibition, % at 5.9 µM | 0.38% of 320,000 active;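 active means inhibition above the screen-wide mean plus 3 SD, limit set per campaign, cut at about 26% in these data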;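 further: 0% = LYPLA2 with DMSO and 100% = wells lacking LYPLA2 enzyme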
ZTA counter = counter-screen for EBNA-1 inhibitors: inhibitors of Epstein-Barr virus ZTA | inhibition, % at 11 µM | P03206 | 0.15% of 320,000 active | ZTA-DNA binding, fluorescence polarization; in the data active means inhibition above about 33%
Target sequence (P03206 whole entry, looked up): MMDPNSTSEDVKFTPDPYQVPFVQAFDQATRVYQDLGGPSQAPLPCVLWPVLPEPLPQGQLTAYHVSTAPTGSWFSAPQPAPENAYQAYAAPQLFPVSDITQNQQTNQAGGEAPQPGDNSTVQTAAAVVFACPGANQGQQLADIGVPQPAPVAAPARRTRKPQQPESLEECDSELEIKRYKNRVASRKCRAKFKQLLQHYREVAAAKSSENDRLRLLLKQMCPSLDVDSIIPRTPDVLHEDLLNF
PAD4 inh = PAD4 (human) enzyme inhibition; inhibition, % at 6.36 µM; recombinant PAD4, RCA probe fluorescence polarization; 0.41% of 330,000 active; Q9UM07; AID 485272;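 active means percent inhibition above a cutoff equal to the mean of all tested compounds plus 3 SD, cut at about 15% in these data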;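 further: 0% = PAD4 with RCA probe and DMSO and 100% = probe without PAD4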
LYPLA1 counter = LYPLA1 (human) inhibition in PME1 counter-screen; recombinant LYPLA1, FP-Rh probe fluorescence polarization; inhibition, % at 5.9 µM; 0.16% of 320,000 active;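 active means inhibition above the mean of all tested compounds plus 3 SD, set per campaign, cut at about 14% in these data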;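 further: inhibitors block serine hydrolase probe labeling of LYPLA1 so polarization falls; 0% = enzyme with DMSO and 100% = wells lacking LYPLA1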
Target sequence (O75608 whole entry, looked up): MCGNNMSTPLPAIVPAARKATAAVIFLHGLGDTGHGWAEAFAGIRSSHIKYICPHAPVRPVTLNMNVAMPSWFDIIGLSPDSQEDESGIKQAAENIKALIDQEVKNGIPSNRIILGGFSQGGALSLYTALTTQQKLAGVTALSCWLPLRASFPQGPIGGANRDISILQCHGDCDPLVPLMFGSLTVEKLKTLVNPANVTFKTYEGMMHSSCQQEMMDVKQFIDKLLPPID
EBNA-1 inh = blocks EBNA-1 binding to DNA. EBNA-1 DNA binding, fluorescence polarization. inhibition, % at 14.8 µM. 0.34% of 300,000 active. AID 1950; in the data active means inhibition above about 28%
GSTO1 counter = GSTO1 inhibition, counter-screen for RBBP9 inhibitors; P78417; recombinant GSTO1, activity-based probe fluorescence polarization; inhibition, % at 5.96 µM; 1.1% of 300,000 active; AID 1974;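 active means inhibition above the campaign mean inhibition plus 3 SD, cut at about 35% in these data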;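 further: 0% = GSTO1-1 with DMSO and 100% = wells lacking GSTO1-1 enzyme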
Target sequence (P78417 whole entry, looked up): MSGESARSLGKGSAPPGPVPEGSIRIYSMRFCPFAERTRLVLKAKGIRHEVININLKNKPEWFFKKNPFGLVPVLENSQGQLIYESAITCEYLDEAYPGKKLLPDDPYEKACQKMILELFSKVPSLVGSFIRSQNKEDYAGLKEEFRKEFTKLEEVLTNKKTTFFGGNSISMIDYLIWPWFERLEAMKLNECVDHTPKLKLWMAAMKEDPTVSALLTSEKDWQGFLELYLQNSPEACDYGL
* hit, by the source's call; . = no result given; & = joins results of further samples. Not all compounds are listed, so the mix of outcomes need not match the whole.

SMILES	PAFAH2 FP inh	PREPL inh	PAFAH1B3 inh	LYPLA2 inh	ZTA counter	PAD4 inh	LYPLA1 counter	EBNA-1 inh	GSTO1 counter
O=C(O)COCC(=O)Nc1ccc(-n2nc(C(F)(F)F)cc2-c2cccs2)cc1	.	-3	.	4	-7	2	-3	-2	2
Cc1cc(C)cc(N(C(=O)C2CCCC2)C2C=CS(=O)(=O)C2)c1 (stereo not drawn)	7	9	9	-1	-12	-1	0	10	3
C/C(=N\OCC(=O)OCC(=O)N(Cc1ccccc1)C(C)(C)C)c1ccc2c(c1)OCO2	-1	6	-2	-2	-7	2	-3	-14	20
COc1ccc(-c2cc(C(=O)Nc3cc(OC)c(OC)c(OC)c3)no2)cc1OC	0	10	-2	-4	10	3	-1	6	4
COc1ccc(C(=O)Nn2c(SCc3ccc([N+](=O)[O-])cc3)nc3ccccc3c2=O)cc1	-39	15	-22	-48	2	-5	-26	13	-20
CCc1ccc(NC(=O)Cc2cn(C)c3ccccc23)cc1	6	1	6	3	2	-4	-6	-7	10
O=C(COC(=O)CNC(=O)c1cc(Cl)cc([N+](=O)[O-])c1)NC(=O)NCc1ccco1	1	29	2	.	.	2	.	.	.
OC1CCN(C(=S)NCCc2ccccc2)CC1	4	9	11	7	-1	-1	5	9	-9
CCN(CC)c1nc2c(c(=O)[nH]c(=O)n2C)n1Cc1ccccc1	7	2	-2	1	-7	1	0	3	4
CCn1nnnc1SCC(=O)Nc1nc(C)c(C)s1	10	-1	5	-2	7	0	0	3	5
CN(CC(=O)Nc1cccc(F)c1)C(=O)C1(c2ccccc2)CC1	-2	0	5	4	2	-1	5	.	.
O=C1c2ccccc2C(O)(c2ccccc2)N1CCc1ccccc1 (stereo not drawn)	-7	-18	9	7	1	-3	-2	3	-6
CCCCCCOc1ccc(N2C(=O)CC(N3CCC(C(=O)OCC)CC3)C2=O)cc1 (stereo not drawn)	7	16	2	3	4	5	5	6	6
Cc1ccc(OCCn2cc(C(=S)N3CCCC3)c3ccccc32)cc1C	-3	37	-1	4	-21	-4	1	-6	-6
COCC(=O)N(C)c1nnc(-c2ccccn2)s1	-9	2	11	8	6	2	3	-8	0
Cc1n[nH]c(=O)nc1N/N=C/c1cccs1	3	-26	3	4	-17	0	1	8	3
Cn1c(CNc2ccc(Br)cc2)nc2ccccc21	-3	1	13	7	-8	1	2	-3	2
CCN(CC)S(=O)(=O)c1cc(NC(=O)C2=COCCO2)ccc1Cl	4	-7	0	-5	17	-1	-3	6	-3
O=C(COC(=O)Cc1ccccc1)NCc1ccc2c(c1)OCO2	-5	8	3	.	.	0	.	.	.
CC[C@H](C)C1NC(=O)[C@H](CC(=O)O)NC(=O)c2cc([N+](=O)[O-])cc(I)c2NCCC(C(N)=O)NC1=O (stereo partly drawn)	9	6	10	4	7	0	2	-2	-7
COc1ccccc1C(CNC(=O)c1cccc(S(=O)(=O)Nc2ccc(C)cc2)c1)N1CCCC1 (stereo not drawn)	2	0	4	2	-3	-2	0	-11	0
COc1ccc(C(=O)N2CCN(c3nnnn3-c3ccccc3)CC2)cc1OC	8	-1	-2	2	-26	0	1	2	12
CSCCC1NC(=O)N(CC(=O)Nc2ccc(-c3ccccc3)cc2)C1=O (stereo not drawn)	-7	2	-2	-17	-11	-8	-12	-11	1
O=C(O)Cn1cc(C(=O)C(F)(F)F)c2ccccc21	8	0	-6	4	1	-4	3	-16	-8
CCCN1CCN(C(=O)C2CCCN(c3ncnc4c3nc3n4CCCCC3)C2)CC1 (stereo not drawn)	-4	11	3	-6	-8	3	-4	-13	5
CCN(CC)CCNC(=O)c1ccc(Cl)c(S(=O)(=O)Nc2ccc(Cl)cc2)c1	8&-2	4	3&3	8	-4	-4	2	-7	21
CC(=O)Nc1ccc(C2=NN(C)C(=NCc3ccccc3)SC2)cc1	4	20	6	10	-15	2	0	-6	-1
O=C(Nc1ccc(N2CCOCC2)c(Cl)c1)c1ccc(Br)o1	1	6	8	-5	16	1	1	6	-6
Cn1c(N2CCOCC2)nc2c1c(=O)n(Cc1ccc(Cl)c(Cl)c1)c(=O)n2C	5	44*	8	0	12	-7	0	-1	-4
CCOc1ccc(OCCCC(=O)ON=C(N)c2ccccc2Cl)cc1	1	4	5	1	-9	0	2	.	.
Cc1ccc(NC(=O)C(=O)NCC2CCCN2S(=O)(=O)c2cccs2)c(C)c1 (stereo not drawn)	1	15	6	-3	3	-5	-3	-8	9
CN(Cc1ccccc1NS(=O)(=O)c1ccc2ccccc2c1)C1CCCCC1	0	-14	4	-6	3	3	0	7	-4
Cc1ccc(/C=C/C(=O)NCC2COc3ccccc3O2)o1 (stereo not drawn)	3	-7	-2	0	9	-1	-3	0	-2
O=C(CN(Cc1ccc(F)cc1)C(=O)CCC(=O)Nc1nccs1)NCC1CCCO1 (stereo not drawn)	-5	-3	3	2	6	0	-2	-7	-8
CCOCc1cc(CN2CCC(CCC(=O)NC3CC3)CC2)ccc1OC	-10	1	-3	4	7	4	0	7	3
N#Cc1nc(-c2cccc3ccccc23)oc1N	-3	15	-2	3	-7	1	9	.	.
Cc1ccc(NC2CCCN(C(=O)c3cccnc3)C2)cc1C (stereo not drawn)	0	13	-2	6	7	-5	1	-5	-4
CCN(Cc1nc(-c2ccc(OC)c(OC)c2)no1)C(=O)c1ccc2c(c1)OCO2	22	-4	0	-3	2	-5	3	-9	-5
Cc1nc2ccccn2c1C(=O)c1ccccc1	-5	-10	7	6	-19	-2	7	3	3
O=C(O)CCCC(=O)Nc1c(F)c(F)c(F)c(F)c1F	1	14	6	-1	17	-6	2	-3	5
CC(C)OC(=O)c1cccc(C(=O)Oc2ccc(Br)cc2)n1	-8	16	1	-1	-7	-4	-4	-7	16
Nc1c(N(Cc2ccccc2)C(=O)COc2ccc(F)cc2)c(=O)[nH]c(=O)n1Cc1ccccc1	2	20	9	-2	-12	0	-2	0	-3
CCCN1CCN(CCCNC(=O)c2ccc3c(=O)n(CCc4ccccc4)c(=O)[nH]c3c2)CC1	1	18	-1	3	10	-2	-5	4	-5
Cc1ccc(C(=O)Nc2ccc(S(=O)(=O)N3CCCC3)cc2)s1	-12	-6	7	-13	1	-4	-7	0	3
O=C(C(=O)N1CCN(c2ccc(F)cc2)CC1)c1cn(CC(=O)N2CCOCC2)c2ccccc12	13	-8	2	-11	5	-1	-5	4	4
O=C(NCCN1CCN(S(=O)(=O)c2ccccc2)CC1)C(=O)Nc1ccc(F)cc1	8	1	1	-1	-4	-1	-2	-14	3
NS(=O)(=O)c1ccc(NC(=O)/C=C/c2cccc(Cl)c2)cc1	-7	-21	-5	-16	6	4	-19	-6	-15
Cc1ccc(C)n1-c1ccc(C(=O)Nc2ccccc2)cc1	11	-4	-5	-8	0	-5	-5	4	-3
COc1ccc(Nc2cc(C(=O)NCCCN3CCN(C)CC3)c3ccccc3n2)cc1	-5	21	8	-7	-17	2	-1	-20	8
C=CC[C@@H](CC(=O)N(CCO)Cc1ccccc1)C(=O)NC[C@@H](OC(=O)[C@@H](CC=C)Cc1ccc(F)cc1)c1ccccc1	-5	13	12	.	.	0	.	.	.
CCOC(=O)c1cnc(SC)nc1N	1	-5	-1	2	5	-4	0	-3	1
NS(=O)(=O)c1ccc(CCNC(=O)c2cccnc2)cc1	5	7	2	1	1	-3	0	-12	5
CC(C)n1cc(/C(N)=N/O)c(=O)n(Cc2ccccc2)c1=O	.	12	.	-4	5	0	-3	-7	-2
CCCNC(=O)c1n[nH]c(=O)c2ccccc12	-2	0	15	5	-12	-9	5	5	5
COc1ccccc1NC(=S)NCc1ccccc1Cl	-14	2	6	9	3	1	2	-2	2
COC(=O)c1ccc(Oc2cc(C)nc(-n3nc(C)cc3C)n2)cc1	-17	-8	8	4	0	0	5	-4	10
CC(=O)N1CCc2cc(S(=O)(=O)NCCCN3CCCCC3)ccc21	2	2	10	6	11	-2	-1	15	-2
Cc1cccc(C)c1NC(=O)CNC(=O)CCCc1c[nH]c2ccccc12	-1	-1	0	0	4	0	-2	0	10
Cc1ccc(N(Cc2ccc(C(=O)NC3CCCCC3)cc2)S(C)(=O)=O)cc1C	-8	16	7	-9	-4	-2	2	31*	0
COc1ccc(CC(=O)Nc2cccc(C)n2)cc1OC	2	-3	7	3	2	-3	-1	-1	1
(listing goes on)
SMILES	PAFAH2 FP inh	PREPL inh	PAFAH1B3 inh	LYPLA2 inh	ZTA counter	PAD4 inh	LYPLA1 counter	EBNA-1 inh	GSTO1 counter
CSc1nc2c(cnn2-c2ccccc2)c(=O)n1N	1	-1	1	-7	-2	2	-3	11	2
CCOc1ccccc1-n1c(SCC(=O)N2CCCC2)nnc1-c1ccoc1C	2	8	2	9	10	-4	1	1	3
O=[N+]([O-])c1cc(CN(CCO)CCO)ccc1O	-2	7	-3	6	15	-5	1	7	9
CCOC(=O)CN1C(=O)N[C@@H](c2cccc(C(F)(F)F)c2)[C@H](C(C)=O)[C@H]1C	-3	-1	11	6	-35	2	2	10	0
COc1cc(CO)cc(Br)c1OCc1cccnc1	4	7	16	1	-11	-4	0	4	1
CCCCN(C(=O)CCC(=O)Nc1cc(C)on1)C(C(=O)NC(C)(C)C)c1cccc(OC)c1OC (stereo not drawn)	1	2	5	2	-7	-2	-2	-3	-1
CCc1cc(=O)oc2cc(OCC(=O)O)c(Cl)cc12	1	-2	2	6	-6	2	2	6	8
O=C(CCN1C(=O)c2ccccc2S1(=O)=O)Nc1ccccc1O	2	-4	0	0	4	-3	-3	3	2
c1ccc(Nc2nc(-c3ccccn3)cs2)cc1	4	25	4	0	-2	-3	-1	-11	17
Cc1ccc(C(=O)c2oc3ccccc3c2N)cc1	1	16	1	-3	8	3	-4	13	2
COc1cc(CCC(=O)NNC(=O)c2ccc(Cl)cc2)cc(OC)c1OC	5	16	13	-3	-11	-6	2	-14	-1
Cc1cc(NC(=O)CCC(=O)N(Cc2ccco2)C(C(=O)NC2CCCC2)c2ccccc2F)no1 (stereo not drawn)	6	2	5	-2	9	1	0	13	6
COc1cc(OC)cc(C(=O)N[C@H](C(=O)NC2CCCc3ccccc32)C(C)C)c1 (stereo partly drawn)	3	14	8	.	.	-3	.	.	.
O=C(NCCCN1CCOCC1)c1ccc(CS(=O)(=O)c2ccc(Br)cc2)o1	5	0	8	-6	-14	0	2	-2	16
On1nnc2ccc(C(F)(F)F)cc21	1	7	11	2	-3	2	2	-2	10
CCC(C)N1C(=O)N(c2cccc(Cl)c2)C(C)(O)CC1(C)C (stereo not drawn)	4	0	7	6	-10	0	0	-6	-14
O=S(=O)(NCC1CCN(Cc2ccccc2)CC1)c1ccccc1C(F)(F)F	-2	12	-1	-1	-9	1	0	-7	4
Cc1cc(C(=O)N/N=C/C=C/c2ccc(Br)cc2)n[nH]1	-2	10	0	3	15	-1	3	16	4
O=C(O)CSCC(=O)NCc1cccc(C(F)(F)F)c1	8	-5	2	-1	1	1	-1	-2	-2
COc1ccc(/C=N/n2cnnc2)cc1Oc1nc(Cl)ncc1F	4	-1	7	0	18	1	-2	10	-6
Cc1ccc(S(=O)(=O)c2cn(C)c3cc(N4CCN(C)CC4)c(F)cc3c2=O)c(C)c1	0	0	0	-5	13	1	-3	6	3

An excerpt of these results, bar-delimited.
Structure | PAFAH2 FP inh | PREPL inh | PAFAH1B3 inh | LYPLA2 inh | ZTA counter | PAD4 inh | LYPLA1 counter | EBNA-1 inh | GSTO1 counter
CCc1cc(=O)oc2cc(OCC(=O)O)c(Cl)cc12 | 1 | -2 | 2 | 6 | -6 | 2 | 2 | 6 | 8
O=C(CCN1C(=O)c2ccccc2S1(=O)=O)Nc1ccccc1O | 2 | -4 | 0 | 0 | 4 | -3 | -3 | 3 | 2

A few values from the results shown:
O=C(O)CSCC(=O)NCc1cccc(C(F)(F)F)c1 in PAFAH1B3 inh = 2
Cc1ccc(S(=O)(=O)c2cn(C)c3cc(N4CCN(C)CC4)c(F)cc3c2=O)c(C)c1 in PAFAH2 FP inh = 0
